Source: PubChem (several laboratories)
FBA Mtb inh: Mtb fructose-bisphosphate aldolase inhibition. P9WQA3. inhibition, % at 1 µM. AID 588726. 360,000 tested, 2.3% active. purified M. tuberculosis FBA, fluorescence read-out; in the data active = inhibition above about 27%;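 also: 0% = vehicle and 100% = reference inhibitor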
BoNT-A LC inh2: BoNT A light chain protease inhibition. multiplex microsphere protease substrate cleavage, flow cytometry. inhibition, % at 10 µM. 360,000 tested, 0.17% active. AID 588499; also: plate controls were buffer without enzyme for full effect and enzyme alone for no effect
Anthrax LF prot: inhibitors of Bacillus anthracis lethal factor protease; P15917; multiplex microsphere protease cleavage assay, LF; inhibition, % at 10 µM; 360,000 tested, 0.12% active; also: plate controls were buffer without enzyme for full effect and enzyme alone for no effect
Target sequence (P15917 whole entry, looked up): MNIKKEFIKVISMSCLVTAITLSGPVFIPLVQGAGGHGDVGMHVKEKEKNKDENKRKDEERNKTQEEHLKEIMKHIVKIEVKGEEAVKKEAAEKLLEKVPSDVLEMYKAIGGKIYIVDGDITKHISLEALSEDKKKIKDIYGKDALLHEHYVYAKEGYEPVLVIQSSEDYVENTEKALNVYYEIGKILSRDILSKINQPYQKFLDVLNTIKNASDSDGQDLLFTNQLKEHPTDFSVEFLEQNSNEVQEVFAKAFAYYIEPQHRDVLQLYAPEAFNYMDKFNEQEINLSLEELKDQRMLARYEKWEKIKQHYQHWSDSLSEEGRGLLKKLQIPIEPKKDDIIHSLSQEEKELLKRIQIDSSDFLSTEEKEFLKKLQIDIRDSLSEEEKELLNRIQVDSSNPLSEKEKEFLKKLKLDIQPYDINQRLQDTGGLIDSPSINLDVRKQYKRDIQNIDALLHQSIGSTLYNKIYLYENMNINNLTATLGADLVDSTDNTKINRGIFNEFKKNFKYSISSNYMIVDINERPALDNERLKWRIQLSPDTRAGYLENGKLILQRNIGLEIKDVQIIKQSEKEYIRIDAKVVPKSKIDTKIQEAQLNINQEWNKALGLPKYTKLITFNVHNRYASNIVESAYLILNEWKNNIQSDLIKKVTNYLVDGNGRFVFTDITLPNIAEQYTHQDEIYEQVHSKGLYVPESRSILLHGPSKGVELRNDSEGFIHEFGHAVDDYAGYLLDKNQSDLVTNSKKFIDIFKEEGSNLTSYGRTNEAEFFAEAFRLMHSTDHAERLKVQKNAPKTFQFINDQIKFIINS
UGM FP inh: blocks M. tuberculosis UGM enzyme | purified UGM, fluorescence polarization probe displacement | inhibition, % at 10 µM | P9WIQ1 | 320,000 tested, 0.06% active; in the data active = inhibition above about 10%, passing the limit was not always enough; inconclusive = no clear call, values can overlap the other calls
BioA inh: blocks M. tuberculosis BioA enzyme activity; AID 602481; purified M. tuberculosis BioA enzyme, plate reader; inhibition, % at 9.99 µM; 360,000 tested, 0.096% active; in the data active = inhibition above about 40%; inconclusive = no clear call, values can overlap the other calls
GDH-TPI inh: counter-screen for M. tuberculosis FBA inhibitors: GDH-TPI coupled enzymes. GDH-TPI coupled enzyme counterscreen, NADH absorbance. inhibition, % at 4.8 µM. 360,000 tested, 1.2% active. AID 588335; in the data active = inhibition above about 30%;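 also: 0% = DMSO wells and 100% = wells lacking the enzyme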
FadD28 FP inh: blocks FadD28 binding to the bisubstrate probe | inhibition, % at 12.5 µM | 360,000 tested, 0.22% active | AID 588549 | fluorescence polarization; in the data active = inhibition above about 8.5%, passing the limit was not always enough; inconclusive = no clear call, values can overlap the other calls
PfHsp40 rescue: rescue of PfHsp40-mediated yeast toxicity; 340,000 tested, 0.68% active; S. cerevisiae expressing PfHsp40, growth rescue, ATP luminescence; growth rescue, % at 12.5 µM; in the data active = growth rescue above about 28%, passing the limit was not always enough; inconclusive = no clear call, values can overlap the other calls;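 also: yeast W303a lacking pdr1 and pdr3 grown in galactose medium; growth measured after three days at 30 °C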
BoNT F protease: BoNT F light chain protease inhibition. AID 588497. 360,000 tested, 0.22% active. Multiplex microsphere protease cleavage assay, flow cytometry. inhibition, % at 10 µM; in the data active = inhibition above about 35%, passing the limit was not always enough; inconclusive = no clear call, values can overlap the other calls; also: plate controls were buffer without enzyme for full effect and enzyme alone for no effect
The depositor's hits bear a star; ? = inconclusive; nt = not tested or not shown. Rule as the data show it, unless noted: active = inhibition above about 30%; inconclusive = no clear call, values can overlap the other calls; inactive = below that. Rows are unselected; 4.7% or so of the library scored in one or more.

cpd	compound	FBA Mtb inh	BoNT-A LC inh2	Anthrax LF prot	UGM FP inh	BioA inh	GDH-TPI inh	FadD28 FP inh	PfHsp40 rescue	BoNT F protease
1	Cc1cc(C)c(S(=O)(=O)n2nc(C)c(Br)c2C)c(C)c1	0	-0.4	2	2.8	0.9	8	-0.7	1.4	2
2	N#CC1(NC(=O)CN2c3cccc4cccc(c34)S2(=O)=O)CCCCC1	10	4.9	15	-0.7	-1.6	5	-1.0	-0.1	13
3	O=C(Nc1cccc(S(=O)(=O)N2CCCCC2)c1)c1cc2ccccc2o1	1	-0.5	-5	-1.5	-1.5	-2	-3.7	5.9	-3
4	CCOC(=O)C1=CN(CC)S(=O)(=O)NC1c1cccc(OC)c1 (configuration not stated)	-1	0.4	-8	nt	-0.5	-5	0.0	-2.2	2
5	CSc1cccc(-n2cc(-c3ccc4c(c3)OCO4)[nH]c2=O)c1	4	-0.6	-4	1.1	-0.8	5	0.9	-0.2	3
6	COC(=O)/C=C/c1ccc2c(c1)S(=O)(=O)N(Cc1ccc(OC)cc1)[C@H]2CC(=O)OC	2	0.0	3	3.7	-1.2	-4	-1.0	0.2	-6
7	Cc1ccc(-n2c(=O)c3c4c(sc3n3c(=S)[nH]nc23)CCC4)cc1	2	-1.4	0	0.2	-1.1	9	-2.2	-0.8	?
8	O=C(NCCc1ccccc1)C1CCCN(S(=O)(=O)c2cccnc2)C1 (configuration not stated)	-4	0.2	-1	-0.9	-0.8	9	1.2	-1.3	12
9	COc1ccccc1Nc1ccc(C(=O)NCc2cccs2)cn1	6	-1.4	-2	1.2	-3.5	7	0.4	0.3	-7
10	CCCCn1c(-c2ccc(F)c(F)c2)nc2cc3[nH]c(=O)c(C(C)C)nc3cc21	52*	5.4	-9	-3.2	0.1	17	-6.0	-1.0	-27
11	CCn1c2ccccc2c2cc(C3C(C#N)=C(N)Oc4n[nH]c(COC)c43)ccc21 (configuration not stated)	3	0.7	-1	0.8	2.6	12	-3.4	1.7	-8
12	CCCc1cc(=O)n2nc(N3CCC(C(=O)Nc4c(F)c(F)c(F)c(F)c4F)CC3)sc2n1	-1	0.0	-1	1.9	-0.5	-6	-1.4	0.0	9
13	Oc1c(N=Nc2ccccc2)sc2ccccc12	-16	1.8	-5	1.2	nt	7	-2.0	1.2	-7
14	NS(=O)(=O)c1ccc(CNC(=O)c2cc(=O)c3cc(Cl)ccc3o2)cc1	-4	1.3	-4	1.8	-0.8	4	-3.7	0.3	?
15	COCCCn1c(SCC(=O)OC2CCCCC2)nnc1-c1ccco1	2	-0.4	-2	0.9	nt	6	-0.3	1.0	1
16	Cc1nc2ccccc2c(=O)n1CCc1ccc(O)cc1	-1	-0.3	-1	0.0	0.6	-2	-1.3	nt	4
17	COc1ccc(C2/C=C\CN(C(=O)Nc3ccc(C(F)(F)F)cc3)CC(=O)N2Cc2ccc(F)cc2)cc1 (configuration not stated)	-1	-0.5	0	-1.8	-0.8	5	-3.1	93*	0
18	Cc1cnc(C)c(Nc2nc(C(N)c3ccccc3)cs2)n1 (configuration not stated)	3	-0.1	-15	nt	-0.6	8	-1.2	nt	-9
19	CC1CC(C)(C)NC(=S)N1CC(=O)NCc1ccc2c(c1)OCO2 (configuration not stated)	-2	-0.1	-4	0.0	nt	5	-1.5	1.6	-3
20	CSc1ccc(S(=O)(=O)NCCCn2ccnc2)cc1	1	-4.4	-5	-0.9	-0.5	0	-0.8	-1.0	11
21	CN(Cc1cnccn1)C(=O)c1cc(COc2cccc(C(F)(F)F)c2)on1	-1	3.0	3	nt	-2.4	3	-1.4	-0.5	6
22	CCc1ncc(C)nc1CC	-2	-0.3	1	-2.8	-1.0	-11	-3.3	-0.9	-9
23	CCc1sc(C(=O)NC(C)C2CCCO2)cc1Br (configuration not stated)	0	nt	nt	0.0	-0.1	2	0.1	0.1	nt
24	COc1ccc(N2CCN(CC(O)COCc3ccccc3)CC2)cc1 (configuration not stated)	2	-0.6	-4	0.1	0.8	-5	-2.3	-1.3	-4
25	O=C(NC1CCCc2ccccc21)c1ccc(=O)[nH]c1 (configuration not stated)	3	0.7	2	-2.4	1.4	5	-2.1	-0.5	-1
26	CC(=O)c1cccc(NC(=O)C(C)OC(=O)CN2C(=O)NC(C)(C)C2=O)c1 (configuration not stated)	3	-0.8	-3	3.2	-0.2	3	-2.0	0.1	-5
27	Cn1c(SCC(=O)NC2CCCCC2)nnc1-c1ccccc1O	1	1.9	1	1.2	-1.1	-2	-3.3	-0.3	2
28	C=CCN1C(c2ccc(Br)cc2)=CS/C1=C(/C#N)c1nnc(N2CCOCC2)n1-c1ccccc1	-2	-0.6	-2	0.3	nt	9	-0.4	-1.1	-17
29	O=[N+]([O-])c1ccc(C=NN2CCOCC2)s1	-14	0.4	4	nt	-0.6	0	1.0	nt	0
30	COc1ccc(/C=N/N2CCN(c3ccc(Cl)cc3)CC2)cc1	1	-3.0	1	0.4	-1.6	-1	-2.0	-0.7	?
31	O=C(CCCC(=O)N1CCN(c2ccc([N+](=O)[O-])cc2)CC1)c1ccccc1	-5	1.7	0	-1.2	nt	8	-2.2	1.3	-4
32	Cc1cccc(Oc2ccccc2NC(=O)CSCC(=O)Nc2cc(C)on2)c1	-2	-1.0	-2	nt	2.3	-2	-2.6	0.9	-6
33	C#CNC(=O)C1(CC=C)CCNCC1	-2	0.3	-4	1.6	-0.8	-7	-1.6	1.0	-3
34	CCN(CC)CCCNC(=O)c1cc2c(Cl)nc3ccccc3c2s1	2	4.0	4	-0.6	nt	9	-4.6	-0.1	-4
35	O=S(=O)(/N=C/c1c(O)ccc2ccccc12)c1ccccc1	2	-0.9	2	-5.8	-1.9	6	-0.1	1.8	42*
36	Cc1ccc(C(=O)NCC(=O)N2CCN(c3ccccc3O)CC2)s1	4	0.3	-5	nt	1.3	14	-1.8	nt	-6
37	CC(C)(C)NC(=O)CN(C(=O)CSc1nnc(COc2ccccc2)o1)c1cccc(F)c1	-1	-1.8	-2	-0.8	0.6	3	0.7	-0.3	-14
38	COC(=O)c1ccccc1NC(=O)Cn1cnc([N+](=O)[O-])c1	0	?	9	-0.3	1.1	15	-0.8	1.4	?
39	Cc1ccc(/C=C/C(=O)OCC(=O)NCc2cccs2)o1	-1	0.1	-12	-3.0	-1.4	29	-1.9	1.2	0
40	O=C(NC(=S)N1CCc2ccccc21)c1ccco1	-4	0.8	0	1.5	nt	6	-3.4	-0.3	-3
41	Clc1ccc(-c2nnc(COc3ncnc4sccc34)o2)cc1	0	0.0	-1	-1.4	nt	4	-0.7	-0.4	4
42	O=C(NCc1ccco1)c1cccc(S(=O)(=O)N2CCN(Cc3ccccc3)CC2)c1	5	3.4	2	3.1	nt	8	0.8	1.0	7
43	COc1ccc(NC(=O)c2sc(=O)n(Cc3cccc(C(F)(F)F)c3)c2C)cc1OC	-1	-0.3	0	nt	1.1	8	-4.1	nt	-12
44	O=C(NCC1CCCO1)c1cc2c(s1)CCCC2 (configuration not stated)	-3	-0.5	-2	-1.9	-0.1	-4	nt	-0.5	-3
45	COc1ccc(CN2C(=O)C(C)Nc3ncnc(N4CCOCC4)c32)cc1 (configuration not stated)	1	-0.2	2	2.6	0.8	-8	-1.0	-0.6	-9
46	CCCCOc1ccc(CNC(=O)NS(=O)(=O)c2ccc(OCC(C)C)cc2)cc1	-1	-2.4	-4	-0.2	-1.0	6	-0.2	0.1	2
47	Cc1nc2ccc([N+](=O)[O-])cc2s1	-1	-1.4	-5	-0.3	nt	9	-3.7	-0.4	-8
48	CC1CC(=O)N(CC(=O)Nc2ccc3c(c2)OCCO3)c2ccccc2S1 (configuration not stated)	3	-0.5	-1	-1.9	-0.4	6	-1.9	-0.5	2
49	CN(C)C(=S)SCCn1c(N)nc(N(C)C)nc1=O	-3	?	-11	-0.8	nt	-9	-4.9	-0.1	?
50	CCCCOc1ccc(C(O)C(CN2CCCCC2)c2ccccc2)cc1 (configuration not stated)	3	-0.4	2	-0.7	nt	-5	-4.9	-0.6	-7

Continued:
cpd	compound	FBA Mtb inh	BoNT-A LC inh2	Anthrax LF prot	UGM FP inh	BioA inh	GDH-TPI inh	FadD28 FP inh	PfHsp40 rescue	BoNT F protease
51	CCCOc1ccccc1N1C(=O)CC(N(O)c2ccccc2)C1=O (configuration not stated)	-3	-0.5	-1	0.6	nt	-2	-2.0	-1.3	-2
52	CCN(CC)CCn1c(=S)[nH]c2ccc(Br)cc2c1=O	-2	-0.1	-2	-2.9	nt	15	-4.8	1.5	-6
53	Cc1c(O)c2cccnc2[nH]c1=O	1	-0.9	2	2.8	nt	15	-0.1	1.8	-7
54	CCOc1ccc(NC(=O)c2nnn(CC(=O)Nc3ccccc3OCC)c2N)cc1	-6	1.7	3	0.1	-0.5	13	-1.1	0.3	-2
55	CCOC(=O)CCC(NC(=O)c1cncc(O)c1)C(=O)OCC (configuration not stated)	15	0.3	-9	-2.6	-1.7	12	0.5	2.1	0
56	O=C(Nc1ccc(Oc2ccccc2)nc1)C1CCCCN1Cc1ccc(O)cc1 (configuration not stated)	-1	0.3	0	-1.2	0.8	-8	-5.8	0.2	3
57	CCOC(=O)c1sc(NC(=O)C(OC(C)=O)c2ccccc2)nc1C (configuration not stated)	1	0.4	-1	2.1	nt	11	2.0	1.6	0
58	CCc1ccc(-n2c(=O)c3c(C)c(C(=O)N(C)C)sc3n(CC(=O)NCC3CCCO3)c2=O)cc1 (configuration not stated)	-4	-0.3	0	0.6	0.6	1	-1.4	-2.1	0
59	Cc1ccccc1N(C(=O)c1cccs1)c1nc2ccccc2s1	4	0.8	-4	1.0	-0.2	11	-7.0	-0.2	-21
60	NC(=O)c1nsc(C(=O)N(Cc2cccnc2)C(C(=O)NCc2ccc(F)cc2)c2ccc(F)cc2)c1N (configuration not stated)	6	2.1	3	-2.4	0.0	10	0.1	1.0	-11
61	CC1CCC(O)(C(C(=O)O)c2ccccc2)CC1 (configuration not stated)	-4	0.1	-2	nt	-2.2	-2	-1.1	-1.8	-1
62	NC(=O)C1CC(O)CN1c1nc(CN2CCOCC2)nc2scc(-c3ccccc3)c12 (configuration not stated)	6	-0.3	-13	0.4	-1.4	0	1.2	-1.1	-11
63	Cc1ccc(Cl)cc1-c1cc(C(=O)NCc2cccc(Cl)c2)[nH]n1	2	-0.1	0	nt	-1.1	16	-0.7	nt	-7
64	CCC(=O)NC(=S)NNC(=O)c1ccc([N+](=O)[O-])cc1	-1	0.3	-4	-0.9	1.7	-8	-2.9	1.2	0

Reformatted with two lines to a compound: 7 of the compounds above
Results follow in this order: FBA Mtb inh | BoNT-A LC inh2 | Anthrax LF prot | UGM FP inh | BioA inh | GDH-TPI inh | FadD28 FP inh | PfHsp40 rescue | BoNT F protease
57. CCOC(=O)c1sc(NC(=O)C(OC(C)=O)c2ccccc2)nc1C (configuration not stated)
→ 1 | 0.4 | -1 | 2.1 | nt | 11 | 2.0 | 1.6 | 0
58. CCc1ccc(-n2c(=O)c3c(C)c(C(=O)N(C)C)sc3n(CC(=O)NCC3CCCO3)c2=O)cc1 (configuration not stated)
→ -4 | -0.3 | 0 | 0.6 | 0.6 | 1 | -1.4 | -2.1 | 0
59. Cc1ccccc1N(C(=O)c1cccs1)c1nc2ccccc2s1
→ 4 | 0.8 | -4 | 1.0 | -0.2 | 11 | -7.0 | -0.2 | -21
60. NC(=O)c1nsc(C(=O)N(Cc2cccnc2)C(C(=O)NCc2ccc(F)cc2)c2ccc(F)cc2)c1N (configuration not stated)
→ 6 | 2.1 | 3 | -2.4 | 0.0 | 10 | 0.1 | 1.0 | -11
61. CC1CCC(O)(C(C(=O)O)c2ccccc2)CC1 (configuration not stated)
→ -4 | 0.1 | -2 | nt | -2.2 | -2 | -1.1 | -1.8 | -1
62. NC(=O)C1CC(O)CN1c1nc(CN2CCOCC2)nc2scc(-c3ccccc3)c12 (configuration not stated)
→ 6 | -0.3 | -13 | 0.4 | -1.4 | 0 | 1.2 | -1.1 | -11
63. Cc1ccc(Cl)cc1-c1cc(C(=O)NCc2cccc(Cl)c2)[nH]n1
→ 2 | -0.1 | 0 | nt | -1.1 | 16 | -0.7 | nt | -7
